Screening data (PubChem)
N370S GC = inhibitors or activators of N370S glucocerebrosidase for Gaucher disease; P04062; hit rate 0.092% among 330,000; N370S GC spleen homogenate, 4MU-glucoside fluorescence; Potency, µM (series often up to 59.4 µM), without a hit: at the top dose activity change, negative = inhibition, hits mostly inhibitors; AID 2101;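 also: 0% = full enzyme activity and -100% = no enzyme basal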
FEN1 inh = human FEN1 inhibition; P39748; Recombinant FEN1 flap cleavage, fluorescence, 15 min; Potency, µM (highest dose often 114 µM), inactives show at the highest dose activity change, negative = inhibition, hits mostly inhibitors; hit rate 0.35% among 390,000; AID 588795; also: nearly all actives have a fitted effect of over 65% in size
Target sequence (P39748 whole entry, looked up): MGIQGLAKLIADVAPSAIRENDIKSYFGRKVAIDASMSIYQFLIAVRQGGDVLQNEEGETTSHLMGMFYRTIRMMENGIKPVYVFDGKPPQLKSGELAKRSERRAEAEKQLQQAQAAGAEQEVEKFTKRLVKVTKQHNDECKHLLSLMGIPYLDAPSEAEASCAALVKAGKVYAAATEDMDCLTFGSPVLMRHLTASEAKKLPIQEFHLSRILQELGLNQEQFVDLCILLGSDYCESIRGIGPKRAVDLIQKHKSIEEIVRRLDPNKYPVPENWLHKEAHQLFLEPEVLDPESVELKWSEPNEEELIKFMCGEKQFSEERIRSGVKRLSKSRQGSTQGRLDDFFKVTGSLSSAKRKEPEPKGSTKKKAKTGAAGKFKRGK
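In this screen, 50 nM flap DNA substrate was added to 10 nM FEN1 pretreated with compound for 15 min at room temperature; cleavage was followed with reads at 0 and 15 min, and Hill fitting gave concentration–response parameters.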
TDP1 block = blocks human tyrosyl-DNA phosphodiesterase 1 | hit rate 0.28% among 350,000 | Potency, µM (series often up to 130 µM), without a hit: top-dose activity change, negative = inhibition, hits mostly inhibitors | AID 485290 | recombinant TDP1, AlphaScreen DNA substrate cleavage | Q9NUW8; also: nearly all actives have a fitted effect of over 40% in size
Target sequence (Q9NUW8 whole entry, looked up): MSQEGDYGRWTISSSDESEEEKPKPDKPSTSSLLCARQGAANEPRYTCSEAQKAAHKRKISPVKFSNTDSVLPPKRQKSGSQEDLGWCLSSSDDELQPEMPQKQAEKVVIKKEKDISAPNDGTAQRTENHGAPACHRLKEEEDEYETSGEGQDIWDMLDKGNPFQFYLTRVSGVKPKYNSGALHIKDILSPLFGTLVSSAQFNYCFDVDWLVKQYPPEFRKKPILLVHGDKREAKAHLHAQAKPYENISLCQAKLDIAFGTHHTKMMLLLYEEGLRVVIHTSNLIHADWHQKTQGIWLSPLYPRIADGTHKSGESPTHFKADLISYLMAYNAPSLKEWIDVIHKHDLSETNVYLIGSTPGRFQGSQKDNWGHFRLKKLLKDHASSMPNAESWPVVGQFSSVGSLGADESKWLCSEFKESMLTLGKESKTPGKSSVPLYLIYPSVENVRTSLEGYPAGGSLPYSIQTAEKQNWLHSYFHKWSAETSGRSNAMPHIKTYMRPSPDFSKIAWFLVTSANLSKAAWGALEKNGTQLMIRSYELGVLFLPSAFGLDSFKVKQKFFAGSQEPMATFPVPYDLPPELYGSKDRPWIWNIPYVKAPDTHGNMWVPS
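Tdp1 1 nM final; 15 min RT w/ cpd; substrate 15 nM, 5 min; beads 10 ug/ml, 10 min; AlphaScreen read. Neg ctrl: no enzyme.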
Numbers without * were called inactive; u = inconclusive; x = no result given; & = joins results of further samples; [ ] = remark or other dose. Calls follow the shape of the dose curve; as a rule, active = well fitted curve in the direction sought with a large enough effect; inconclusive = small, poorly fitted or top-dose-only effect, or another doubt; inactive = no such curve, though single readings can be large; an effect the other way counts as inactive or inconclusive. Unless noted, % is scaled to controls: 0 for no effect and ±100 for the full control effect; potency is read from the fitted curve at half-maximal effect.

SMILES | N370S GC | FEN1 inh | TDP1 block
Cc1cc(=O)oc2cc(OCC(=O)Nc3ccccc3C(N)=O)c(Cl)cc12 | 4% | 6% | 2%
COc1ccc(/C=C/C(=O)OCC(=O)NC2CCCC2)c(OC)c1 | x | -9% | 2%
N#Cc1c(SCC(=O)Nc2ccc(C(F)(F)F)cc2)sc2c(O)cc(=O)[nH]c12 | -18% | -28% | 12%
CCOc1cc(N2CCOCC2)c(OCC)cc1NC(=O)COc1cccc2cccnc12 | -28% | 7% | 14%
CN1C2CCC1/C(=C\c1ccccc1Cl)C(=O)/C2=C\c1ccccc1Cl | 2% | x | 9%
COc1ccccc1NC(=O)C(C)OC(=O)CCCc1c[nH]c2ccccc12 (stereo not given) | 2% | -13% | -4%[0.505 µM]
C=C(C)CC1(NC(C)c2ccccc2)CCCCC1 (stereo not given) | 4% | 3% | 2%
O=C(/C=C/c1ccco1)NC(=S)N1CCCCC1 | 2% | -5% | x
CN(Cc1cn(C)nc1-c1cccc(Cl)c1)Cc1nccn1C | -1% | -1% | x
CCOC(=O)c1sc(NC(=O)c2ccncc2)c(C#N)c1C | 9% | 2% | 8%
CCOC(=O)c1ccccc1NC(=O)N(Cc1ccco1)C1CCN(C(C)=O)CC1 | x | 15% | 2%
COc1ccccc1C(=O)N1CCN(C(=O)c2oc3ccc(C)cc3c2C)CC1 | 1% | 35% | 6%[56.1 µM]
CCOc1ccc(NC(=O)Cn2c(=O)c(CNc3ccc(CC)cc3)cc3cc4c(cc32)OCO4)cc1 | x | 20% | 6%
CC1CCCC(NC(=O)CN2CCN(S(=O)(=O)c3ccc(Br)s3)CC2)C1C (stereo not given) | -3% | -7% | -2%
CCOc1ccc(CN2CCc3nc(N4CCN(c5ccccn5)CC4)ncc3C2)cc1OC | x | -3% | -6%
CCOc1ccccc1C(=O)N(C)Cc1cc2cc(OC)ccc2[nH]c1=O | 30% | -1% | -9%
Cc1ccc(CSCC(=O)NCc2cccs2)cc1 | 14% | -7% | 8%
O=C(CSc1ncc(-c2ccccc2)[nH]1)Nc1ccccc1F | 14% | 9% | 7%
CCN(C(=O)CSc1nc2ccc(OC)cc2[nH]1)c1c(N)n(Cc2ccccc2)c(=O)[nH]c1=O | 0% | -9% | x
Cc1c(C(=O)Nc2ccc(F)cc2)oc2ccc(S(=O)(=O)N3CCC4(CC3)OCCO4)cc12 | 2% | 10% | -10%
Cc1cc(C)c(NC(=O)Cn2nnc(-c3nc(-c4ccncc4)no3)c2N)c(C)c1 | x | -2% | 6%
CC(C)C(NC(=O)c1ccc(F)cc1)C(=O)N1CCN(C(=O)c2ccco2)CC1 (stereo not given) | x | -1% | 0%
COc1cc2[nH]c(=O)n(CCCCCC(=O)N3CCN(c4cccc(C(F)(F)F)c4)CC3)c(=O)c2cc1OC | x | -18% | 3%
CC(=O)Nc1cccc(-c2nc3ccc(NC(C)=O)cc3s2)c1 | -3% | 3% | 6%
CCOc1ccccc1Nc1nc2ccccc2n2cnnc12 | 7% | -1% | 4%

Three compounds from above with just FEN1 inh:
canonical_smiles	FEN1 inh
CCOc1ccc(NC(=O)Cn2c(=O)c(CNc3ccc(CC)cc3)cc3cc4c(cc32)OCO4)cc1	20%
CC1CCCC(NC(=O)CN2CCN(S(=O)(=O)c3ccc(Br)s3)CC2)C1C (stereo not given)	-7%
CCOc1ccc(CN2CCc3nc(N4CCN(c5ccccn5)CC4)ncc3C2)cc1OC	-3%

More records.
SMILES | N370S GC | FEN1 inh | TDP1 block
CCCN(CCC)S(=O)(=O)c1ccc(Cl)c(OC)c1 | 5% | -3% | 3%
O=C(COc1ccc2cc(Br)ccc2c1)N1CCOCC1 | x | 18% | 0%
CC(C)(C)OC(=O)C[C@H]1C/C=C\C[C@H](CC(=O)NCCO)C(=O)N2CCC[C@@H]2COC1=O | x | -1% | 1%
C=CCSc1nnc(-c2ccccc2N=Cc2c(C)[nH]n(-c3ccccc3)c2=O)c(=O)[nH]1 | -4% | 0% | 7%
COc1cccc2sc(N)nc12 | -4% | 11% | 0%&15%
COc1ccc(CCNC(=S)Nc2ccccc2)cc1 | 16% | 12% | 7%
O=C(Nc1cc2c(oc1=O)CCCC2=O)c1ccc(Cl)cc1 | 1% | 56µM* | 13µM*
CC1=CSC2=NC(=O)/C(=C\c3cccn3-c3ccc([N+](=O)[O-])cc3)C(=N)N12 | 11% | -3% | 7%
CCOc1ccc(Oc2c(/C=N/NC(=O)COc3ccccc3OC)c(C)nn2-c2ccccc2)cc1 | u | 4% | 4%
CCC1(CC)NC(=O)N(CC(=O)OCn2nnc3ccccc3c2=O)C1=O | u | -8% | -7%
CCc1nnc(NC(=O)c2ccc(S(=O)(=O)N(CC)Cc3ccccc3)cc2)o1 | -11% | -8% | 9%
O=C(OCC(=O)N1CCN(c2ccc(F)cc2)CC1)c1cnc2ccccc2n1 | x | 13% | 0%
NC(=O)c1ccc(NC(=O)c2ccc(COc3ccc(F)cc3)o2)cc1 | x | 8% | 0%
O=C(CC1SC(N2CCOCC2)=NC1=O)Nc1cc([N+](=O)[O-])ccc1Cl (stereo not given) | 2% | 3% | -5%
COC(=O)[C@@]1(Cc2ccc(F)cc2)[C@H]2c3cc(C(=O)N(C)C)n(Cc4ccccn4)c3C[C@H]2CN1C(=O)c1ccccc1 | 17%&-11% | -6% | -8%&13%
CN1C2CCC1CC(NS(=O)(=O)c1cc(Cl)c(Cl)cc1Cl)C2 (stereo not given) | 3% | 8% | 2%
O=C(Nc1cccc(-c2nc3ccccc3o2)c1)C(F)(F)F | x | -4% | 0%[12.3 µM]
CCCCC(=O)NC(=S)Nc1cccc(NC(=O)CC)c1 | 10% | 2% | -2%
COc1ccccc1OCCCCNC(C)(C)C | -12% | -1% | 6%
CC1CCN(CCc2nc3cc(NC(=O)Nc4ccccc4)ccc3n2C)CC1 | -2% | -19% | 6%
CC1CC(C)CN(C(=O)c2cc3c(=O)n4ccccc4nc3s2)C1 (stereo not given) | u | -3% | 4%
CN(CC(=O)Nc1ccccc1Cl)C(=O)CSc1nncn1C | 0% | -4% | 2%[0.505 µM]
N#CCCN1CCn2c1nc1ccccc12 | 5% | 4% | 2%
CCOC(=O)c1c(C)[nH]c(C)c1S(=O)(=O)N(C)CC(=O)Nc1cc(C)ccc1OC | 7% | -6% | 4%
COc1ccc(S(=O)(=O)N2CCN(C(=O)[C@@H]3CCCN3C(=O)c3cccs3)CC2)cc1 | -2% | -4% | 0%

Complete entries, quoted from the list. Values in the order: N370S GC | FEN1 inh | TDP1 block
Entry for `COc1ccc(S(=O)(=O)N2CCN(C(=O)[C@@H]3CCCN3C(=O)c3cccs3)CC2)cc1` → -2% | -4% | 0%
Entry for `COC(=O)[C@@]1(Cc2ccc(F)cc2)[C@H]2c3cc(C(=O)N(C)C)n(Cc4ccccn4)c3C[C@H]2CN1C(=O)c1ccccc1` → 17%&-11% | -6% | -8%&13%
Entry for `CC1=CSC2=NC(=O)/C(=C\c3cccn3-c3ccc([N+](=O)[O-])cc3)C(=N)N12` → 11% | -3% | 7%
Entry for `CCCCC(=O)NC(=S)Nc1cccc(NC(=O)CC)c1` → 10% | 2% | -2%
Entry for `CC(C)(C)OC(=O)C[C@H]1C/C=C\C[C@H](CC(=O)NCCO)C(=O)N2CCC[C@@H]2COC1=O` → x | -1% | 1%

(cont.)
SMILES | N370S GC | FEN1 inh | TDP1 block
O=S(=O)(c1ccc(F)cc1)N1CCN(S(=O)(=O)c2cccs2)CC1 | -1% | -3% | 2%
COc1cc2c(cc1OC)C(C)N(C(=O)c1cc(C)on1)CC2 (stereo not given) | -3% | 8% | 3%
C[C@H](NC(=O)c1cc2cc(Cl)ccc2n1C)C(=O)N[C@@H](C(=O)O)c1ccccc1 | 4% | 2% | x
CCOCCCNC(=O)c1ccc(NC(C)=O)cc1 | 12% | 0% | 6%
CCn1cc(C(=O)N2CCN(c3ccc(OC)cc3)CC2)c(=O)c2cc(S(=O)(=O)N(C)C3CCCCC3)ccc21 | x | 38%[activator] | -2%
CCN1CCN(Cc2ccc(NC(=O)c3ccc(C)c(NC(=O)c4ccno4)c3)cc2C(F)(F)F)CC1 | 1% | -2% | 4%
CCn1c(SCC(=O)N/N=C/C=C/c2ccco2)nnc1-c1ccc(OC)cc1 | 5% | 0% | -3%
O=C(C1CCN(c2nc3nonc3nc2N2CCCCC2)CC1)N1CCOCC1 | 8% | -7% | 3%
Cc1ccc(S(=O)(=O)N2[C@@H](c3ccc(Br)cc3)C(C(=O)O)=CC[C@H]2c2ccc(Cl)cc2)cc1 | x | -23% | 0%
O=C(Nc1cc(Cl)ccc1O)C1CC(c2c(F)cccc2Cl)=NO1 (stereo not given) | 5% | -10% | x
CCCCn1c(-c2ccco2)n[nH]c1=S | 0% | 12% | 6%
COCCCNC(=O)CSc1nc2cc3c(cc2c(=O)n1CCCCCC(=O)NCCc1ccc(OC)c(OC)c1)OCO3 | x | -6% | 4%
Cc1cccc(NS(=O)(=O)c2cccc(C(=O)N3CCC3)c2)c1 | x | 3% | 3%
COc1ccc(S(=O)(=O)N2CCOC2CNC(=O)C(=O)NCc2ccncc2)cc1 (stereo not given) | -11% | 1% | 3%
COc1nc(Nc2cccc(C)c2)nc(N2CCCCC2)n1 | -22% | -16% | 3%
COC(=O)c1cnn2c1C(=O)N(Cc1cccs1)CC2 | 1% | 3% | -9%
CCOCCCNC(=O)CN1C(=O)c2ccccc2Sc2ncccc21 | 0% | 0% | x
O=S(=O)(NCCN1CCOCC1)c1ccc(Oc2ccccc2Cl)cc1 | -24% | -4% | 2%
Cc1cccc(S(=O)(=O)c2c(C)cc(C)[nH]c2=O)c1 | -7% | -12% | x
O=C(c1ccco1)N1CCN(S(=O)(=O)c2ccccc2)CC1 | 0% | 3% | x
CCN(CC)CCCN1C(=O)C(O)=C(C(=O)c2ccco2)C1c1cc(OC)ccc1OC (stereo not given) | -10% | x | 0%
CCCCn1c(N)c(N(C)C(=O)c2c(C)nn(-c3ccccc3)c2C)c(=O)[nH]c1=O | x | -1% | -3%
CN(C)CCN(C(=O)C1=COCCO1)c1nc2ccc(Cl)cc2s1 | u | 9% | 3%
CC(C(=O)OCC(=O)c1ccc(Br)cc1)N1C(=O)C2C3C=CC(C3)C2C1=O (stereo not given) | -2% | 12% | -7%
CCn1nc(C)cc1Nc1ccccc1 | u | -6% | 5%
More structures.
SMILES | N370S GC | FEN1 inh | TDP1 block
CCCCN(CC)CCNC(=O)Cn1cnc2sc(C)c(S(=O)(=O)N3CCOCC3)c2c1=O | 11% | 6% | -5%
O=C(Nc1nccs1)C1CCCN(S(=O)(=O)c2cccnc2)C1 (stereo not given) | -4% | -1% | 6%
O=C(CCCc1nc(-c2ccccc2Cl)no1)NC1CCCCC1 | 4% | -9% | 5%
O=S(=O)(c1ccc(SCCOc2ccc(Cl)cc2)nc1)N1CCCC1 | x | 2% | -10%
Cc1ccccc1S(=O)c1ccccc1C(=O)O (stereo not given) | -2% | -12% | 2%
Clc1c(CSc2nc3ccccc3o2)nc2sccn12 | 12% | 2% | 0%
Cc1ccc(SCCNC(=O)C(CO)(CO)CO)cc1 | 19% | -4% | -1%
Cc1nc2ccc(C(=O)OCc3nnc(-c4ccc(Br)cc4)o3)cc2nc1C | 7% | -3% | 2%
CN(C)c1cccc(C(=O)NNC(=O)CSc2ccccc2)c1 | 2% | -11% | 0%
CCOC(=O)c1ccc(NC(=O)CSCCC(=O)O)cc1 | -2% | -3% | 1%
Cc1ccsc1/C=N/NC(=O)CNC(=O)c1cccc([N+](=O)[O-])c1C | 3% | -3% | 5%
CC(C)(C)c1ccc(-n2ncc3c2CCCC3NC(=O)CN2CCOC2=O)cc1 (stereo not given) | -4% | 6% | 4%
COC(=O)c1cccc(NC(=O)/C(=C\c2ccccc2)NC(=O)c2ccccc2Cl)c1 | 19% | -3% | -3%
CC(=O)c1sc(N/N=C\c2ccc(N(C)C)cc2)nc1C | -2% | 16% | x
COC(=O)Cc1c(C)c2ccc(OC3CCCCC3=O)c(C)c2oc1=O (stereo not given) | 5% | 3% | x
CCCNS(=O)(=O)c1ccc(OCC(=O)NCc2ccc3c(c2)OCO3)cc1 | 16% | 6% | 5%
Cc1ccccc1C(=O)NC1CCN(CC(=O)Nc2ccc3c(c2)OCO3)CC1 | -2% | 2% | 2%
CCCCC(CCC(=O)Nc1nccs1)C(=O)O (stereo not given) | -11% | 6% | 7%
C/C(=N\NC(=O)CCC(=O)NCc1ccccc1)c1ccco1 | -13% | -4% | 0%
CC1CCCC(C)N1C(=O)COC(=O)c1ccc2c(c1)OCO2 (stereo not given) | 1% | -2% | 1%
Cn1cc(Cl)c(C(=O)NNC(=S)NC2CCCCC2)n1 | -7% | 1% | 0%
C/C(=N\NC(=O)C1CC1(c1ccccc1)c1ccccc1)c1cccc([N+](=O)[O-])c1 (stereo not given) | -2% | -1% | 4%
COc1ccc(N2CCN(S(=O)(=O)CC34CCC(CC3=O)C4(C)C)CC2)cc1 (stereo not given) | -3% | 7% | 6%
O=C(Cn1cnc2ccccc21)Nc1cccc(S(=O)(=O)N2CCCC2)c1 | x | -8% | 1%
COc1ccccc1-c1sc2ccccc2c1-c1ccc(C(C)=O)cc1 | 0% | -23% | x
CCC(C)n1ncn(-c2ccc(N3CCN(c4ccc(OC)cc4)CC3)cc2)c1=O (stereo not given) | 4% | -5% | 5%
